# Assay outcomes from PubChem BioAssay.
# Cycloheximide cs – counter-screen hit for Shiga toxin inhibitors, cycloheximide; max response, %; cell reporter, cycloheximide protein synthesis inhibition counterscreen; AID 2314; 12% of 300,000 active; in the data active means max response mostly above about 13%, no sharp cut-off; inactive means mostly below about 14%; further: read at 38.3 µM for the half of the compounds with a filed dose; 0% is about no effect
# Pf growth 96h – inhibits malaria parasite growth, 96 h. Potency, µM (titrated, usually from 28.7 µM), for inactives: top-dose activity change, negative = inhibition, most hits filed as inhibitors. P. falciparum luciferase reporter growth, 96 h. 6.9% of 320,000 active; further: potency means the concentration at half of the fitted maximal effect; on the % scale 0 is the no-effect control and ±100 the full control effect
#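 Compounds incubated with erythrocytes infected by luciferase-expressing P. falciparum (2% hematocrit, 0.05% parasitemia final) for 96 hours, 37 C in 5% CO2. Growth inhibition scored as decreased luciferase luminescence.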
# AMA1 RON2 block – AMA1-RON2 (P. falciparum) interaction inhibition; AlphaScreen AMA1-biotinylated RON2 peptide binding; Potency, µM (highest dose often 58.2 µM), inactives show top-dose activity change, negative = inhibition, most hits filed as inhibitors; 0.2% of 360,000 active; AID 720542;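 further: potency means the concentration at half of the fitted maximal effect; 0% = vehicle wells and -100% = peptide control; nearly all actives have a fitted effect of over 45% in size; some results filed as inactive show a strong effect at the top dose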
#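 AMA1 (3D7) with his tag at 25 nM final met compounds first, then biotinylated RON2 peptide at 25 nM; detection used donor plus acceptor beads, 10 µg/mL apiece, read by AlphaScreen after 30 min at room temperature.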
# Tb PYK inh – blocks Trypanosoma brucei pyruvate kinase. Q57TT1. TbPYK enzyme, Kinase-Glo Plus ATP luminescence, 45 min. Potency, µM (doses to about 76.8 µM), for inactives: at the highest dose activity, negative = inhibition, usual class: inhibitors. 0.12% of 410,000 active; further: potency means the concentration at half of the fitted maximal effect; on the % scale 0 is the no-effect control and ±100 the full control effect; nearly all actives have a fitted effect of over 50% in size
#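 Screened from lowest to highest concentration, compounds were pinned into TbPYK/substrate mixtures, and ADP (130 uM final) was added. Plates sat at room temperature for 45 min prior to Kinase-Glo Plus detection by luminescence.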
# Shiga toxin inh – blocks Shiga toxin action in Vero cells | Vero cells, Shiga toxin protein synthesis inhibition reporter | inhibition, % at 38.7 µM | 9.2% of 290,000 active | AID 2315; in the data active means inhibition mostly above about 28%, no sharp cut-off; inactive means mostly below about 43%; further: 0% is about no effect
# Pf growth 48h – P. falciparum growth inhibition at 48 hours (one generation); AID 504832; Potency, µM (doses to about 28.7 µM), for inactives: at the highest dose activity change, negative = inhibition, actives largely listed as inhibitors; 5.9% of 310,000 active; P. falciparum luciferase growth in erythrocytes, 48 h; further: potency means the concentration at half of the fitted maximal effect; on the % scale 0 is the no-effect control and ±100 the full control effect
#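 Parasite viability was followed by luminescence of a genomically integrated firefly luciferase. Cultures held 0.1% parasitemia at 2% hematocrit (final), incubated under 5% CO2 at 37 C.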
# LmPK inh – inhibitors of Leishmania mexicana pyruvate kinase | 0.37% of 290,000 active | Q27686 | purified LmPK, Kinase-Glo ATP luminescence, 1 h | Potency, µM (doses to about 57.5 µM), for inactives: top-dose activity change, negative = inhibition, most hits filed as inhibitors | AID 1721; further: potency means the concentration at half of the fitted maximal effect; on the % scale 0 is the no-effect control and ±100 the full control effect
# Target sequence (Q27686 whole entry, looked up): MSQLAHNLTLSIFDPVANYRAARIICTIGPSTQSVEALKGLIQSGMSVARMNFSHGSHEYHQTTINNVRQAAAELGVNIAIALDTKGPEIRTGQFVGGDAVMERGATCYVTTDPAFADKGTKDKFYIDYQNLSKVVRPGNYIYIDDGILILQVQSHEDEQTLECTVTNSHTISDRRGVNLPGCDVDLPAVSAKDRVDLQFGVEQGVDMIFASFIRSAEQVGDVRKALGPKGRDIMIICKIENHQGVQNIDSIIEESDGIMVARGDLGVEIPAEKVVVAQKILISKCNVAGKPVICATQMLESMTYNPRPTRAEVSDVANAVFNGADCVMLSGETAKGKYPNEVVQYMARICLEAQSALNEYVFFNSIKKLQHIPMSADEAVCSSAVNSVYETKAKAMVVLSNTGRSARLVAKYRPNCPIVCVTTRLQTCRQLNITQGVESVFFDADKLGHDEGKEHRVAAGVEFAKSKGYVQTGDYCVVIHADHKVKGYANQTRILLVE
#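 In 50 mM imidazole pH 7.2 with 7 mM MgCl2, LmPK (0.1 nM) turned over PEP (0.5 mM) and ADP (0.1 mM) for 1 h at room temperature. Luciferase read-out of ATP.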
# * = called active by the depositor; ? = inconclusive; . = no result given; [ ] = remark or other dose. Unless noted, the call rests on the fitted dose curve; in most records, active means well fitted curve in the direction sought with a large enough effect; inconclusive means small, poorly fitted or top-dose-only effect, or another doubt; inactive means no such curve, though single readings can be large; an effect the other way counts as inactive or inconclusive.
[1] COc1cc(OC)c(C(=O)CCCN2CCCC2)c(OC)c1
[2] Cc1ccc(S(=O)(=O)CCC(=O)OCC(=O)NC(C)c2ccc(F)cc2)cc1 (configuration not stated)
[3] O=C(NC1CCCCC1)c1ccc([N+](=O)[O-])o1
[4] CC(NC(=O)C1CSC2(C)CCC(=O)N12)c1ccccc1Cl (configuration not stated)
[5] COc1ccc(C(=O)/C=C/c2cccs2)c(OC(=O)c2cccc([N+](=O)[O-])c2)c1
[6] O=C(c1cc2ccccc2oc1=O)N(Cc1cccs1)Cc1cccs1
[7] COc1cccc(CNC(=O)N[C@@H](C)C(=O)O)c1
[8] Cc1coc2c(C)c3oc(=O)c(CCC(=O)NCCCN4CCOCC4)c(C)c3cc12
compound no.,1,2,3,4,5,6,7,8
Cycloheximide cs,-2,.,43*,.,60*,23,-2,-3
Pf growth 96h,-1%,-17%,-10%,?,-24%,?,0%,?
AMA1 RON2 block,-19%,-5%,10%,18%,-22%,-3%,5%,-5%
Tb PYK inh,-13%,2%,1%,2%,-3%,-21%,0%,0%
Shiga toxin inh,-10,.,72*,.,132*,7,13,-11
Pf growth 48h,3%,-13%,10µM*,10%,51%[activator],-16%,66%[activator],?
LmPK inh,0%,.,-3%,.,-4%,9%,-1%,2%

# As a short view, some entries already given:
[3] O=C(NC1CCCCC1)c1ccc([N+](=O)[O-])o1
[4] CC(NC(=O)C1CSC2(C)CCC(=O)N12)c1ccccc1Cl (configuration not stated)
[5] COc1ccc(C(=O)/C=C/c2cccs2)c(OC(=O)c2cccc([N+](=O)[O-])c2)c1
[6] O=C(c1cc2ccccc2oc1=O)N(Cc1cccs1)Cc1cccs1
[7] COc1cccc(CNC(=O)N[C@@H](C)C(=O)O)c1
[8] Cc1coc2c(C)c3oc(=O)c(CCC(=O)NCCCN4CCOCC4)c(C)c3cc12
compound no.,3,4,5,6,7,8
Cycloheximide cs,43*,.,60*,23,-2,-3
Pf growth 96h,-10%,?,-24%,?,0%,?
AMA1 RON2 block,10%,18%,-22%,-3%,5%,-5%
Tb PYK inh,1%,2%,-3%,-21%,0%,0%
Shiga toxin inh,72*,.,132*,7,13,-11
Pf growth 48h,10µM*,10%,51%[activator],-16%,66%[activator],?
LmPK inh,-3%,.,-4%,9%,-1%,2%

# Compounds from the list above with a thiophene ring, fused or not (two):
[5] COc1ccc(C(=O)/C=C/c2cccs2)c(OC(=O)c2cccc([N+](=O)[O-])c2)c1
[6] O=C(c1cc2ccccc2oc1=O)N(Cc1cccs1)Cc1cccs1
compound no.,5,6
Cycloheximide cs,60*,23
Pf growth 96h,-24%,?
AMA1 RON2 block,-22%,-3%
Tb PYK inh,-3%,-21%
Shiga toxin inh,132*,7
Pf growth 48h,51%[activator],-16%
LmPK inh,-4%,9%

# Later entries
[9] Cc1cc(=O)oc2cc(NC(=O)C(C)Oc3ccccc3)ccc12 (configuration not stated)
[10] CCOC(=O)c1ccc(NC(=S)NCc2ccccc2)cc1
[11] COc1ccc(C)cc1N(CC(=O)N1CCCCCC1)S(=O)(=O)c1ccccc1
[12] Cc1ccc(C(C(=O)NC2CCCC2)N(CCCO)C(=O)Cn2nnc(-c3ccc(C)o3)n2)cc1 (configuration not stated)
[13] CCOc1ccccc1-c1nc(C(N)=O)c2[nH]c(=O)n(-c3ccc(F)cc3)c2n1
[14] CC(C)[C@H](NC(=O)c1ccccc1)C(=O)OCc1nnc(-c2ccccc2)o1
[15] CC1CCc2sc(C(=O)NC(C)C3CCCO3)cc2C1 (configuration not stated)
[16] COC(=O)c1sc(N)c(C(=O)OC)c1COC(=O)C12CC3CC(CC(O)(C3)C1)C2
compound no.,9,10,11,12,13,14,15,16
Cycloheximide cs,.,12*,-5,7,5,13,40*,-3
Pf growth 96h,36%[activator],-18%,48%[activator],?,?,10%,6%,?
AMA1 RON2 block,0%,8%,18%,-4%,30%,-8%,-7%,0%
Tb PYK inh,-8%,6%,1%,0%,0%,-7%,-7%,-1%
Shiga toxin inh,.,21,-7,-10,-33,24,88*,-8
Pf growth 48h,5%,35%,?,-17%,.,23%,123%[activator],0%
LmPK inh,.,-1%,-4%,-2%,2%,-1%[11.5 µM],-9%,6%

[17] COc1ccccc1/C=C/C(=C1/C(=O)N(c2ccccc2)N=C1C)c1ccc(C)cc1
[18] O=C(c1ccc(Cl)c(S(=O)(=O)N2CCCCCC2)c1)N1CCN(c2ccc(O)cc2)CC1
[19] COc1ccccc1NC(=O)c1ccc(COc2ccc3c(c2)CCC3)cc1
[20] O=C1CC(NCc2ccc3c(c2)OCO3)C(=O)N1Cc1ccc2c(c1)OCO2 (configuration not stated)
[21] CN1C(=O)S/C(=C/c2ccccc2OCc2ccc(C(=O)O)cc2)C1=O
[22] Cc1ccc2c(c1)cc1c(=O)n(CC(=O)N3CCCC3)nc(C)n12
[23] CCOC(=O)c1sc(Nc2ccccc2)nc1C
[24] O=C(CN(C(=O)Cn1nnc(-c2ccc(F)cc2)n1)c1cnc2ccccc2c1)NCC1CCCO1 (configuration not stated)
compound no.,17,18,19,20,21,22,23,24
Cycloheximide cs,-2,.,9,4,1,5,52*,-3
Pf growth 96h,12µM*,?,?,45%[activator],74%[activator],?,172%[activator],3%
AMA1 RON2 block,0%,-13%,7%,-3%,8%,-6%,3%,7%
Tb PYK inh,-8%,-26%,-11%,-6%,-2%,-1%,-3%,6%
Shiga toxin inh,-9,.,0,46,-7,22,56*,-6
Pf growth 48h,16%,13µM*,4%,1%,1%,15%,.,-14%
LmPK inh,-6%,.,7%,-6%,3%,5%,-1%,-2%

# Retrieved by structure from above (four):
[23] CCOC(=O)c1sc(Nc2ccccc2)nc1C
[10] CCOC(=O)c1ccc(NC(=S)NCc2ccccc2)cc1
[15] CC1CCc2sc(C(=O)NC(C)C3CCCO3)cc2C1 (configuration not stated)
[21] CN1C(=O)S/C(=C/c2ccccc2OCc2ccc(C(=O)O)cc2)C1=O
compound no.,23,10,15,21
Cycloheximide cs,52*,12*,40*,1
Pf growth 96h,172%[activator],-18%,6%,74%[activator]
AMA1 RON2 block,3%,8%,-7%,8%
Tb PYK inh,-3%,6%,-7%,-2%
Shiga toxin inh,56*,21,88*,-7
Pf growth 48h,.,35%,123%[activator],1%
LmPK inh,-1%,-1%,-9%,3%

# The listing continues:
[25] CCN(Cc1ccccc1)C(=O)CCS(=O)(=O)c1ccc2c(c1)n(C)c(=O)c(=O)n2C
[26] Cc1cccc(C(=O)Nc2cccnc2Cl)c1
[27] C=CCON1C(=O)c2ccccc2C1=O
[28] COC(=O)c1sccc1NC(=O)c1cccs1
[29] CSCC[C@H](NC(=O)[C@H](Cc1ccccc1)n1c(=O)[nH]c2ccccc2c1=O)C(=O)N1CCC(C(=O)O)CC1
[30] Clc1cccc(C[n+]2cc(-c3ccccc3)n3c2CCC3)c1
[31] NS(=O)(=O)c1ccc(CCNC(=O)CN2CCN(c3ccccc3F)CC2)cc1
[32] O=c1cc(CSc2ccccc2)[nH]c2ccccc12
compound no.,25,26,27,28,29,30,31,32
Cycloheximide cs,-1,12*,17,-2,-1,9,-1,2
Pf growth 96h,3.7µM*,?,-4%,43%[activator],?,0.19µM*,-2%,28%
AMA1 RON2 block,6%,6%,8%,2%,-5%,-19%,-3%,-4%
Tb PYK inh,-3%,-5%,1%,3%,6%,-7%,-6%,-6%
Shiga toxin inh,7,16,-32,4,10,17,8,-4
Pf growth 48h,-28%,56%[activator],.,6%,-13%,2.1µM*,-12%,10µM*
LmPK inh,-9%,-4%,5%,-9%,-3%,0%,-2%,-4%

[33] Cc1cccn2cc(CNC(=O)c3ccco3)nc12
[34] CCOC(=O)C1=C(C)N(CCO)C(=O)NC1c1ccccc1 (configuration not stated)
[35] CN1C(C(=O)N2CCc3ccccc3C2)=CC(c2ccc(F)cc2)=NS1(=O)=O
[36] Cc1nnc(SCC(=O)NC2CC2)n1CC1CCCO1 (configuration not stated)
[37] CCN(CC1COc2ccccc2O1)C(=O)CN1C(=O)NC(C)(c2ccc(C)cc2)C1=O (configuration not stated)
[38] Cc1cccc(Oc2ccc(NC(=O)c3ccccc3C(=O)O)cc2)c1C
[39] NS(=O)(=O)c1ccc(CCNC(=O)CNS(=O)(=O)c2cccc(Br)c2)cc1
[40] O=C(NCC(=O)N1CCN(c2ccccn2)CC1)c1ccc(Br)o1
compound no.,33,34,35,36,37,38,39,40
Cycloheximide cs,1,12,0,-2,.,7,14,9
Pf growth 96h,12%,-28%,64%[activator],0%,?,-2%,?,10%
AMA1 RON2 block,-2%,10%,-9%,-5%,-5%,?,6%,-4%
Tb PYK inh,-5%,0%,0%,-3%,-6%,1%,-5%,-5%
Shiga toxin inh,29,-7,-1,-11,.,3,9,36*
Pf growth 48h,15%,6%,-7%,8%,?,3%,8%,14%
LmPK inh,0%,2%,-1%,-1%,.,5%,-1%,-8%

[41] COc1ccc(C2C(C#N)=C(SCC(=O)Nc3ccc(C)cc3)NC3=C2C(=O)CC(C)(C)C3)cc1 (configuration not stated)
[42] O=c1[nH]n(Cc2ccccc2)c2ccccc12
[43] CCn1c(SCC(=O)Nc2cc(C)on2)nc2c([nH]c3ccccc32)c1=O
[44] CCN(CC(=O)Nc1ccc(NC(C)=O)cc1)Cc1c(O)ccc2cc(Br)ccc12
[45] COc1cccc(CNC(=O)N2CCN(c3ccccc3C)CC2)c1
[46] CC1CN(C(=O)COC(=O)c2cc(Cl)ccc2Cl)CC(C)O1 (configuration not stated)
[47] COc1cccc(CN2CC=C(c3ccc(F)cc3)CC2)c1
[48] COc1ccc(-c2cc(=O)c3ccccc3o2)cc1
compound no.,41,42,43,44,45,46,47,48
Cycloheximide cs,1,-4,-1,-3,3,5,-2,19*
Pf growth 96h,?,?,?,32%[activator],-18%,23%,?,?
AMA1 RON2 block,1%,0%,1%,-5%,6%,-2%,-17%,-12%
Tb PYK inh,0%,-1%,-11%,-1%,0%,4%,-6%,-4%
Shiga toxin inh,27,9,-4,21,16,3,-5,52*
Pf growth 48h,13µM*,3%,30%,2%,1%,15%,6%,89%[activator]
LmPK inh,3%,-1%,-5%,8%,-2%,10%,-5%,-11%

[49] COc1ccc2cc(C(=O)NCCCN3CCCC3=O)[nH]c2c1
[50] COc1ccc(CN(C(=O)CSc2nnc(-c3c[nH]c4ccccc34)o2)c2ccc(F)cc2)cc1OC
[51] O=C(COc1ccc2c(c1)oc(=O)c1ccccc12)NCCCN1CCOCC1
[52] COc1cccc2cc(-c3nc4ccccc4o3)c(=O)oc12
[53] Cc1ccc(OCC(=O)N/N=C/c2ccco2)cc1
[54] COC(=O)c1cc(S(=O)(=O)N(C)c2ccc(C)c(C)c2)c[nH]1
compound no.,49,50,51,52,53,54
Cycloheximide cs,17,41*,6,45*,9,1
Pf growth 96h,37%[activator],?,?,?,-6%,-15%
AMA1 RON2 block,7%,-22%,0%,3%,12%,4%
Tb PYK inh,4%,4%,-3%,2%,-10%,3%
Shiga toxin inh,35,51*,12,106*,22,1
Pf growth 48h,25%,4.1µM*,?,253%[activator],.,15%
LmPK inh,3%,5%,0%,1%,-2%,-5%
